CFTR F508del cor: CFTR F508del correction in bronchial cells. CFBE cells, YFP halide quenching; stimulated with forskolin plus potentiator P3; % fluorescence drop versus neutral controls. activity (quench increase), % at 7.58 µM. 350,000 compounds, 0.36% hits. AID 720511;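 active means mean added fluorescence quench of at least 8% versus neutral control, with both replicates also reaching 8%; inconclusive means only one of the mean or replicate conditions met; inactive means mean below 8% and not both replicates reaching 8%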;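 further: cells transiently co-express mutant CFTR-F508del with the halide-sensitive YFP; corrector assay measuring rescue of mutant channel to the surface after 24 h compound exposure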
Casp6 inh: caspase-6 (human) enzyme inhibition. inhibition, % at 12.5 µM. purified caspase-6, Z-VEID-R110 cleavage fluorescence. AID 686996. 350,000 compounds, 0.53% hits. P55212;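 active means mean inhibition across replicates at least about 35%, with every replicate also reaching that limit, limit read from the data; inconclusive means only one of the two criteria met; inactive means neither criterion met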;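 further: 0% = median of neutral control wells and 100% = no fluorescence left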
Target sequence (P55212 24-179 limits assumed): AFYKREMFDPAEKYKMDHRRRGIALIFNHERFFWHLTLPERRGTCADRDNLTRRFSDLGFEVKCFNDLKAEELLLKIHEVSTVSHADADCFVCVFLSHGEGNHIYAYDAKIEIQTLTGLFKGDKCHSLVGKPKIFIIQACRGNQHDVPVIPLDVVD
Target sequence (P55212 194-293 limits assumed): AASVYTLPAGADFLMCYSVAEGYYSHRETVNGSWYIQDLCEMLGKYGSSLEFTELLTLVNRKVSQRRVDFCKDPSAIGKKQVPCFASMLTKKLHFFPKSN
ERAP1 HTS inh: blocks human ERAP1 aminopeptidase activity; recombinant ERAP1, Leu-AMC fluorescence, 60 min; 340,000 compounds, 0.15% hits; Q9NZ08; inhibition, % at 10.7 µM;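 active means mean replicate inhibition of at least 30%, or all replicates individually reaching that 30% level; inactive means mean below 30% and not every replicate reaching it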;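 further: 0% = neutral control wells and 100% = L-leucinethiol positive control wells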
DENV2 CPE rescue: DENV2-induced cell death inhibition; DENV2-infected cells, cytopathic effect rescue, plate reader; CPE inhibition, % at 9.99 µM; 350,000 compounds, 1.7% hits; in the data active means CPE inhibition above about 20%, passing the limit was not always enough; inconclusive means no clear call, values can overlap the other calls; tested in BHK-21 cells;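 further: 0% = median of neutral control wells and 100% = median of positive control wells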
ERp5 inh: ERp5 (human) disulfide isomerase inhibition; ERp5 insulin aggregation, absorbance 650 nm, 90 min; inhibition, % at 9.99 µM; AID 651711; 350,000 compounds, 0.05% hits;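 active means mean replicate inhibition above about 25%, with every replicate also reaching it, limit read from the data, passing the limit was not always enough; inconclusive means only one of those two criteria met; inactive means neither criterion met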
Target sequence (Q15084 whole entry, looked up): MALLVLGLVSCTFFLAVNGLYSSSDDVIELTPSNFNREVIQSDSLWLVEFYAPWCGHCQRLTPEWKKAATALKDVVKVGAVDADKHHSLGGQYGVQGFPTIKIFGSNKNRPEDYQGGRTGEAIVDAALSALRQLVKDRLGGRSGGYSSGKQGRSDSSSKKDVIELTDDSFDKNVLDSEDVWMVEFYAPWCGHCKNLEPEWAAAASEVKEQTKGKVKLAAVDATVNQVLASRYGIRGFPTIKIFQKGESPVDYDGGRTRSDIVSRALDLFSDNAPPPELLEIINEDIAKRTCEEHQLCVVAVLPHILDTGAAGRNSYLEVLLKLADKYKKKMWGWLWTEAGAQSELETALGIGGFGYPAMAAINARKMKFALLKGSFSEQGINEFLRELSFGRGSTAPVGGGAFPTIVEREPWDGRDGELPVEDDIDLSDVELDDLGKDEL
SIRT5 inh: sirtuin-5 (human) deacylase inhibition | inhibition, % at 15 µM | Q9NXA8 | 330,000 compounds, 1.1% hits | Purified SirT5, succinyl-peptide AMC, trypsin-coupled fluorescence; in the data active means inhibition above about 15%; inconclusive means no clear call, values can overlap the other calls
Target sequence (Q9NXA8 whole entry, looked up): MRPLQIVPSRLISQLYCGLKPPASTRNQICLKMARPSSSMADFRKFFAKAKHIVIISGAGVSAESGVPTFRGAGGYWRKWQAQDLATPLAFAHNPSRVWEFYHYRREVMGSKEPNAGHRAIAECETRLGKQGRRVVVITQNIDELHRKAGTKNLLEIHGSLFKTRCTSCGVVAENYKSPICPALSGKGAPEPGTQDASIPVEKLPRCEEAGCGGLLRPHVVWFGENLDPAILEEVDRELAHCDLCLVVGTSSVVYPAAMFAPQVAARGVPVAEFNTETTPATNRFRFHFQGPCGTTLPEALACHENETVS
miR122 inh: blocks miR-122 activity in Huh7 sensor cells; Huh7 miR-122 Renilla luciferase sensor, 48 h; neutral wells = 0, positive control = 100; activation (reporter increase), % at 12.5 µM; 340,000 compounds, 0.3% hits; AID 602342;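 active means mean replicate activation score at least 90 and every replicate individually at or above 90; inconclusive means only one of the two criteria met; inactive means neither criterion met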;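 further: higher luciferase means less miR-122 activity so hits act as miR-122 inhibitors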
An asterisk follows results filed as active; ? = inconclusive; . = no result given; [ ] = remark or other dose.

Structure	CFTR F508del cor	Casp6 inh	ERAP1 HTS inh	DENV2 CPE rescue	ERp5 inh	SIRT5 inh	miR122 inh
CCOc1ccccc1NC(=O)C(=O)CC(=O)c1cccc(OC)c1	-1.7	3	1	7	4	-1	-8
Cc1ccc(NC(=O)Nc2cccc(C)n2)c(C)c1	2.7	4	0	-2	-37	0	9
O=C1NCCC/C1=N\Nc1ccc(Br)cc1	-2.4	0	0	14	1	-2	.
COc1ccc(C2C(C(N)=O)=C(C)Nc3nc(-c4ccccc4Cl)nn32)c(OC)c1 (configuration not stated)	1.8	1	-5	-1	-1	-8	-10
Cc1cc(NC(=O)C(C)SCC(=O)N(C)CC(=O)Nc2ccccc2C(F)(F)F)no1 (configuration not stated)	0.3	3	2	-3	2	-2	-4
O=C(C1CCC1)N1CC2(C1)[C@@H](c1ccccc1)[C@@H](CO)N2C(=O)c1cccnc1	1.0	7	3	0	-7	11	.
CN1OC[C@@H]2CN(S(=O)(=O)c3ccccc3)[C@H](c3cccc(Br)c3)C[C@@H]21	-0.4	-4	-1	-1	-2	-8	-1
CC(=O)Nc1ccc(NC(=O)C2CCCN2/C=C/C(=O)C(F)(F)F)cc1 (configuration not stated)	-3.6	1	5	5	-2	3	.
C=CCc1c(C)nc(SCc2ccccc2)[nH]c1=O	-0.3	-1	1	7	3	5	-2
CC(=O)Nc1ccc2c(c1)C(=O)N(C)[C@H]1CC[C@H](CC(=O)N3CCc4ccccc4C3)O[C@H]1CO2	-5.1	.	.	-1	.	.	8[16.7 µM]
CN(C)/C=N/S(=O)(=O)c1cccn1-c1ncc(C(F)(F)F)cc1Cl	.	0	7	-1	-1	-3	.
O=C(C[C@@H]1CC[C@@H]2[C@H](COC[C@@H](O)CN2Cc2ccccc2)O1)NCCCN1CCOCC1	0.0	2	-3	-13	-5	-3	-1[16.7 µM]
CC(C)c1cc(NC(=O)CCl)on1	1.2	6	3	-1	0	-4	.
O=C(Nc1cccc(Cl)c1)c1cnccn1	0.0	0	1	3	6	8	2
CN(C)CCCNC(=O)C[C@H]1C=C[C@H](NS(=O)(=O)c2ccccc2)[C@@H](CO)O1	0.6	0	-1	15	0	2	-8[16.7 µM]
C[C@H](NC(=O)C[C@@H]1CC[C@H](NS(=O)(=O)c2cccc(F)c2)[C@@H](CO)O1)c1ccccc1	0.9	4	3	0	1	0	.
O=C(Cc1ccncc1)N1CC(=O)N2[C@@H](CO)[C@H](c3ccc(C4=CCCC4)cc3)[C@@H]2C1	1.4	0	-1	-6	7	0	.
Cn1cnc2c(N/N=C/c3cccs3)ncnc21	1.0	-1	.	-1	4	15*	13
CCCNC(=O)N1C[C@@H](O)COC[C@@H]2O[C@H](CC(=O)NCc3ccncn3)CC[C@H]21	-1.7	1	-1	10	-5	-1	0[16.7 µM]
CCc1ccc(OCC(=O)NNC(=S)NC(=O)C2CC2)c(Br)c1	0.1	-1	-5	-6	-8	-1	10
Cc1ccc(S(=O)(=O)Nc2ccc3c(c2)C(=O)N([C@H](C)CO)C[C@@H](C)[C@H](CN(C)C(=O)NC2CCCCC2)OCCCC[C@H](C)O3)cc1	0.7	0	-11	-4	-4	5	-1[16.7 µM]
Cc1ccc(NC(=O)CCN2C(=O)c3ccccc3C2=O)cc1	2.3	-3	-1	-2	3	-7	2
Cc1ccc2nc(SCC(=O)NC3CCCCC3)nc(=O)n2c1	-2.5	0	-1	9	7	0	.
CN1CCn2cnc(C(=O)Nc3ccc(CNC(=O)OC(C)(C)C)cc3)c2C1=O	0.9	3	-1	-5	5	.	3
O=C(c1cccnc1)N1CCCc2ccccc21	.	-2	-4	.	2	-1	30
CN(Cc1ccc(Cl)cc1Cl)C(=O)Cc1ccc(S(=O)(=O)N2CCOCC2)s1	-2.2	-3	-1	-2	-2	.	-2
CNS(=O)(=O)c1cn(CC(=O)NCc2ccc(OC)cc2)cc1S(=O)(=O)NC	0.5	-7	2	5	1	-2	1
CC(=O)C1=C(C)OC(N)=C(C#N)C1c1cccnc1 (configuration not stated)	0.7	0	0	6	7	-2	.
COc1ccc(NC(=O)N(C)C[C@H]2Oc3ccc(NC(=O)CCCCCC(=O)Nc4ccccc4N)cc3C(=O)N([C@@H](C)CO)C[C@@H]2C)cc1	1.5	1	-1	5	1	-3	.
Cc1ccc2nc(C)cc(Nc3ccc([N+](=O)[O-])cc3)c2c1	-6.9	-2	0	8	?	-2	-26

Further structures.
Structure	CFTR F508del cor	Casp6 inh	ERAP1 HTS inh	DENV2 CPE rescue	ERp5 inh	SIRT5 inh	miR122 inh
CC(C)CCCC(C)NC(=O)c1cc(S(=O)(=O)N2CCCCC2)ccc1N1CCOCC1 (configuration not stated)	3.2	4	-3	-5	-4	-1	14
COc1ccc(C(=O)N=C2SC3CS(=O)(=O)CC3N2c2ccccc2)cc1OC (configuration not stated)	1.1	-2	1	-13	.	2	.
C[C@H]1CN([C@@H](C)CO)C(=O)Cc2cc(NC(=O)c3ccncc3)ccc2O[C@@H]1CN(C)C(=O)Nc1ccccc1	-1.7	-3	1	?	-3	-2	-7[16.7 µM]
C[C@@H]1CN([C@H](C)CO)C(=O)c2cc(NC(=O)CCC(F)(F)F)ccc2O[C@@H]1CN(C)C(=O)Nc1ccc(F)cc1	-1.6	1	-2	-4	-7	-3	-5[16.7 µM]
O=S(=O)(NCCN1CCOCC1)c1cc(Cl)c(Cl)cc1Cl	2.5	0	1	-5	-6	-4	74
CN(C)CC(=O)N1[C@H](CO)[C@@H](c2ccccc2)C12CN(C(=O)C1CCCC1)C2	-0.6	0	1	51*	0	19*	.
COc1ccc(CN(C)C[C@@H]2OCCCC[C@@H](C)Oc3ccc(NC(=O)Nc4cccc5ccccc45)cc3C(=O)N([C@@H](C)CO)C[C@@H]2C)cc1	1.2	2	2	-8	-9	-3	-8[16.7 µM]
O=C1c2cccc3cccc(c23)C(=O)N1OS(=O)(=O)c1ccc(Cl)cc1	-1.3	-1	-1	1	2	-2	.
Cc1cc(NC(=O)CSc2nnc(NCc3ccco3)s2)no1	1.7	2	1	?	1	-2	.
COc1ccc(C(CNC(=O)c2cc(S(=O)(=O)Nc3cccc(C)c3)ccc2C)N2CCCC2)cc1 (configuration not stated)	1.0	8	-4	5	2	-1	8
Cc1ccc(C(=O)OCC(=O)NC2CCCC(C)C2C)s1 (configuration not stated)	-0.3	-1	-1	-10	0	-5	-5
CCc1cccc(NS(=O)(=O)c2ccc3c(c2)n(C)c(=O)n3C)c1	-5.0	-2	2	0	0	-3	117*
Cc1cc(C)nc(NC(=S)Nc2ccc(F)cc2F)c1	2.2	-2	5	-1	-1	-4	.
C[C@H](CO)N1C[C@H](C)[C@@H](CN(C)C(=O)CN(C)C)Oc2cc(C#CCN(C)C)ccc2S1(=O)=O	0.1	1	-2	0	-1	5	-1[16.7 µM]
COc1ccccc1-c1ccc([C@H]2[C@@H](CO)N3CCCCN(C(=O)NC4CCCC4)C[C@@H]23)cc1	-1.2	-5	2	-14	13	1	-5[16.7 µM]
C[C@H](CO)N1C[C@H](C)[C@H](CN(C)C(=O)Nc2ccc(C(F)(F)F)cc2)Oc2ccc(NC(=O)Nc3ccc(C(F)(F)F)cc3)cc2C1=O	1.9	-4	-1	?	-1	2	4[16.7 µM]
Nc1ccc(-c2nc3cc(N)ccc3n2CCO)cc1	-0.4	2	-2	-1	6	-27	.
C[C@@H](NC(=O)C[C@H]1CC[C@@H](NC(=O)c2cccnc2)[C@@H](CO)O1)c1ccccc1	0.4	-1	0	12	1	2	-3[16.7 µM]
Cc1cc(C)cc(N(C(=O)CCC(=O)Nc2cc(C)on2)C(C(=O)NC2CCCC2)c2ccco2)c1 (configuration not stated)	-2.6	1	-3	0	1	1	.
O=C(CSc1ncccn1)Nc1ccc2[nH]c(=O)[nH]c2c1	-3.4	4	-2	-3	0	0	.
Cc1cc(Cl)ccc1OCCCC(=O)N1CCCc2ccccc21	1.3	1	-1	-2	0	0	2
CC(C)CC(N)c1csc(NC(=O)Nc2ccccc2Cc2ccccc2)n1 (configuration not stated)	0.0	-5	-5	?	5	.	-20
COc1ccc2c3c(n(C)c2c1)[C@@H](CO)N(Cc1ccccc1Cl)CC31CCN(C(=O)CN(C)C)CC1	-0.1	-1	-3	-15	0	1	.
C=CCn1c(C)nnc1SCC(=O)NC1CC1	1.9	-2	0	93*	6	1	0
CC(C)(C)OC(=O)N[C@@H](Cc1ccccc1)C(=O)N[C@@H](CO)[C@H](O)[C@@H]1C[C@@H]1C(=O)NC1CCCCC1	-0.4	-2	.	-10	0	.	-4
O=C(c1cccc(C(F)(F)F)c1)C1CCCN(C(=O)/C=C/c2cnc[nH]2)C1 (configuration not stated)	-5.0	-3	3	-8	4	2	.
COc1ccc2c3c([nH]c2c1)[C@H](CO)NCC31CCN(C(=O)C2CCOCC2)CC1	0.7	1	2	-6	1	0	.
CCOC(=O)c1cc(-c2csc(COc3ccccc3Cl)n2)on1	-1.8	-4	.	2	0	0	.
Cc1ccc(OC2CCN(C(=O)C3CCC(=O)N(C4CC4)C3)CC2)cc1 (configuration not stated)	-2.2	-1	3	1	5	-2	-2
CC(C)(C)NC(=O)COC(=O)c1ccc(S(=O)(=O)N2CCCC2)cc1	1.4	.	-2	7	2	0	.

(more compounds)
Structure	CFTR F508del cor	Casp6 inh	ERAP1 HTS inh	DENV2 CPE rescue	ERp5 inh	SIRT5 inh	miR122 inh
O=C(Nc1nnc(-c2ccco2)o1)c1cccc2ccccc12	.	1	6	4	6	-2	.
C[C@H]1CN([C@@H](C)CO)S(=O)(=O)c2ccc(-c3ccc(C#N)cc3)cc2O[C@@H]1CN(C)C(=O)C1CC1	-0.9	-6	3	-2	-1	-3	27[16.7 µM]
COc1cc(OC)cc(C(=O)NC(=S)Nc2ccc(N3CCCC3)cc2)c1	.	-4	-4	10	8	-3	4
N/C(=N\OC(=O)c1cccs1)C1(c2ccc(Cl)cc2Cl)CC1	0.6	1	5	2	-4	-4	-3
Cc1cnccc1CNC(=O)CC1C(=O)NCCN1CC(C)(C)C (configuration not stated)	3.0	-3	-1	-1	3	-1	0
C/C(=N\NC(=O)C1CC1)c1ccc(NC(=O)c2ccc(Br)o2)cc1	0.4	-3	0	5	-2	-1	.
O=S(=O)(Nc1nc2ccccc2nc1NCC1CCCO1)c1ccccc1 (configuration not stated)	1.4	-2	-1	.	-3	-3	.
Cc1cccc(CN2CCN(C(=S)Nc3ccccc3)CC2)c1	-3.1	2	3	.	0	-11	9
CC1=Nc2ccccc2/C1=C/c1c(N)n2c(S(=O)(=O)CC(C)C)nsc2nc1=O	-4.3	1	-4	-2	4	6	.
CCCN(C)C[C@H]1Oc2ncc(C#CCOC)cc2C(=O)N([C@H](C)CO)C[C@H]1C	-2.9	-1	-1	19	-4	0	-7[16.7 µM]
CC(C)NC(=O)Nc1cccc2c1O[C@H](CN(C)C(=O)Nc1ccccc1)[C@H](C)CN([C@H](C)CO)C2=O	1.6	-3	-3	42*	0	0	-4[16.7 µM]
CCOC(=O)N1CCN(C(=O)C[C@@H]2C[C@@]3(C(=O)OC)CC(C)(C)CC=C3N(Cc3ccco3)C2=O)CC1	0.5	0	1	-3	1	-1	.
O=C(C[C@@H]1C[C@@H]2c3cc(NC(=O)NC4CCCCC4)ccc3O[C@@H]2[C@H](CO)O1)NCc1cccnc1	-4.3	8	1	1	-5	.	-2[16.7 µM]
CN(Cc1cn(Cc2cccc(Cl)c2)nn1)C1CN(Cc2cn(Cc3cccc(Cl)c3)nn2)S(=O)(=O)C1 (configuration not stated)	-0.6	0	.	-11	7	0	.

Whole records from above:
CC(C)NC(=O)Nc1cccc2c1O[C@H](CN(C)C(=O)Nc1ccccc1)[C@H](C)CN([C@H](C)CO)C2=O across the screens: CFTR F508del cor: 1.6; Casp6 inh: -3; ERAP1 HTS inh: -3; DENV2 CPE rescue: 42*; ERp5 inh: 0; SIRT5 inh: 0; miR122 inh: -4[16.7 µM]
O=C(C[C@@H]1C[C@@H]2c3cc(NC(=O)NC4CCCCC4)ccc3O[C@@H]2[C@H](CO)O1)NCc1cccnc1 across the screens: CFTR F508del cor: -4.3; Casp6 inh: 8; ERAP1 HTS inh: 1; DENV2 CPE rescue: 1; ERp5 inh: -5; SIRT5 inh: .; miR122 inh: -2[16.7 µM]

Screening results: PubChem, Broad Institute
